Bioassay records deposited in PubChem by National Center for Advancing Translational Sciences (NCATS).
GRP78 ERSR act – ER stress response induction in glioma; 420,000 compounds, 0.02% hits; Potency, µM, for inactives: at the top dose activation, usual class: activators; U87-MG GRP78 promoter luciferase reporter, 16 h; further: potency means the concentration at half of the fitted maximal effect; series mostly up to about 76 µM; % of control where 0% means no effect; nearly all actives have a fitted effect of over 35% in size
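Stably transfected U87-MG glioma cells carrying a GRP78-based luciferase sensor; 16 h compound incubation. Luminescence end-point read 10 min after Bright-Glo addition at room temperature.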
RXFP1 ag – activates the human relaxin receptor RXFP1 | 370,000 compounds, 0.3% hits | Q9HBX9 | Potency, µM (top dose mostly 57.5 µM), without a hit: at the highest dose activation, actives largely listed as activators | HEK293T-RXFP1 cAMP TR-FRET, 30 min; response scale: percent of porcine relaxin response, buffer zero; further: potency means the concentration at half of the fitted maximal effect; on the % scale 0 is the no-effect control and ±100 the full control effect; nearly all actives have a fitted effect of over 60% in size; many of its hits are not listed in these tables
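cAMP rise read by TR-FRET after 30 min, 37C compound exposure (up to 58 uM) in RXFP1-transfected HEK293 cells with Ro 20174 present. EC50 from Hill-equation fits, with 29 nM porcine relaxin as 100% and buffer as basal.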
Vif-APOBEC3G blk – inhibitors of Vif-APOBEC3G interaction | AID 602310 | HeLa A3G-eYFP + Vif (tagged APOBEC3G with the HIV-1 protein that degrades it), YFP fluorescence, overnight | 410,000 compounds, 0.076% hits | Q9HC16 | Potency, µM (top dose mostly 46.1 µM), for inactives: at the top dose activity, negative = active, most hits filed as inhibitors;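 further: potency means the concentration at half of the fitted maximal effect; on the % scale 0 is the no-effect control and ±100 the full control effect; nearly all actives have a fitted effect of over 60% in size; hits raise eYFP signal because A3G escapes Vif-driven loss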
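Read-out is eYFP fluorescence (Ex 488/Em 500-530) from Vif-expressing HeLa A3G-eYFP cells; more signal means A3G escaped Vif-mediated degradation. Cells plated overnight, compound pinned in, incubated overnight at 37 deg C.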
D1 antag – blocks dopamine activation of the human D1 receptor | P21728 | HEK293 TREx D1 cells, calcium flux, dopamine EC80; active compounds read low | activity change, negative = inhibition, % at 10 µM | 360,000 compounds, 3.2% hits; in the data active means activity change below about -30%; further: on the % scale 0 is the no-effect control and ±100 the full control effect
Target sequence (P21728 whole entry, looked up): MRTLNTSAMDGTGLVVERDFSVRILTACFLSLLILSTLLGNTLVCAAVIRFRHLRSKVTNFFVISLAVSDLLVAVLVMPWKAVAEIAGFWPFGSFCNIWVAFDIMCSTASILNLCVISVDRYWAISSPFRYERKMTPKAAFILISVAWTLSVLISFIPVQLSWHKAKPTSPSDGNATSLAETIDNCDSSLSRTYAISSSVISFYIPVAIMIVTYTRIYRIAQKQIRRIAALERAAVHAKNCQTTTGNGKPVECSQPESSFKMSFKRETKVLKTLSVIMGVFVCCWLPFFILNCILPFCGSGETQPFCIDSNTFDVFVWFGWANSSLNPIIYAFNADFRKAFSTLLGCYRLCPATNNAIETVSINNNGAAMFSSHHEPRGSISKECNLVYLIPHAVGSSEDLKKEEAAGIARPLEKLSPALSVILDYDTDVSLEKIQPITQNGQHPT
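Allosteric or orthosteric antagonism assessed as attenuation of the calcium response to EC80 dopamine, added 180 s after compound, in induced HEK293 Trex D1 cells loaded with no-wash calcium dye.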
D1 ag – human D1 receptor agonism. HEK293 T-REx D1 cells, calcium flux, agonist mode. activation, % at 2 µM. P21728. AID 504660. 360,000 compounds, 1% hits; in the data active means activation above about 30%; further: 0% is about no effect
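Tetracycline-induced HEK293 TREx D1 cells, force-coupled to calcium signalling, were dye-loaded with a no-wash calcium kit. Compound was pin-added after a 10 s baseline. Fluorescence was read kinetically at 1 cycle/s for 180 s, with calcium rises flagged as agonism.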
Vif-APOBEC3F blk – Vif-A3F binding inhibition; HeLa A3F-eYFP + Vif (tagged APOBEC3F with the HIV-1 protein that degrades it), YFP fluorescence increase; Potency, µM (top dose mostly 46.1 µM), for inactives: top-dose activity, negative = active; 390,000 compounds, 0.2% hits; AID 602313; further: potency means the concentration at half of the fitted maximal effect; % of control where 0% means no effect; nearly all actives have a fitted effect of over 65% in size
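HeLa cells stably expressing A3F-eYFP plus Vif, plated and incubated overnight at 37 deg C, then exposed to compounds overnight at 37 deg C. Blocked degradation read as raised yellow fluorescence (Ex 488/Em 500-530).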
D1 potentiator – human D1 dopamine receptor positive modulation | 360,000 compounds, 0.036% hits | HEK293 TREx D1 cells, calcium flux, dopamine EC20 potentiation | P21728 | AID 504651 | potentiation, % at 10 µM; in the data active means potentiation above about 30%; further: 0% is about no effect
LDHA inh – blocks human lactate dehydrogenase A; P00338; purified LDHA, NADH/diaphorase-resazurin fluorescence; active compounds read low; activity change, % (values are at about 110 or 230 µM); 480,000 compounds, 0.15% hits; AID 1347041; in the data active means activity change below about -30%; inconclusive means mostly about -25% to -30%;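 further: plate controls were DMSO wells for no effect and wells without enzyme for full effect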
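LDH5 2 nM; NADH 0.06 mM, pyruvate 0.2 mM; 200 mM Tris pH 7.4, EDTA, Tween-20; 5 min RT. Detection: diaphorase 0.133 mg/mL + resazurin 37 µM, fluorescence ex540/em590 at 0 and 20 min; normalized to enzyme-free and DMSO wells.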
D2 PAM – positively modulates the human D2 dopamine receptor allosterically; potentiation, % at 10 µM; 340,000 compounds, 0.34% hits; P14416; HEK293 T-REx D2, calcium flux, EC20 dopamine potentiation; AID 485347;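 active means potentiation over 3 SD above the plate norm, cut at about 30% in these data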; further: 0% is about no effect
Target sequence (P14416 whole entry, looked up): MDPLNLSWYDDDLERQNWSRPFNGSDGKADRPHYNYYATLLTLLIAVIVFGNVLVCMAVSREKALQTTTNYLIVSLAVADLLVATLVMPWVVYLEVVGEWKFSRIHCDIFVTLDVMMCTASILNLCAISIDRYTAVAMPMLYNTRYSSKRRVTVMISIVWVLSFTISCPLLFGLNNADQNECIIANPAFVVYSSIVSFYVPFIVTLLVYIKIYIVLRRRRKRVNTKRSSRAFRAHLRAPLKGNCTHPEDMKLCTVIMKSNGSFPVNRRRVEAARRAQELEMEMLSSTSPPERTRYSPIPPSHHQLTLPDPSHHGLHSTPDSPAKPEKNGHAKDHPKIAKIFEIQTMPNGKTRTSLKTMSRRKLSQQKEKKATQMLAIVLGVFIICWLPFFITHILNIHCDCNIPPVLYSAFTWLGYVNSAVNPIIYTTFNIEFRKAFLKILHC
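Primary screen. Calcium kinetics in induced HEK293 T-REx D2 cells: compound pre-addition 180 s, EC20 dopamine, 180 s more.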
Numbers without * were called inactive; ? = inconclusive; / = no result given; & = joins results of further samples. Unless noted, the call rests on the fitted dose curve; in most records, active means well fitted curve in the direction sought with a large enough effect; inconclusive means small, poorly fitted or top-dose-only effect, or another doubt; inactive means no such curve, though single readings can be large; an effect the other way counts as inactive or inconclusive.

SMILES	GRP78 ERSR act	RXFP1 ag	Vif-APOBEC3G blk	D1 antag	D1 ag	Vif-APOBEC3F blk	D1 potentiator	LDHA inh	D2 PAM
COc1ccc(N2CCN(c3nc4ccc(C)cc4n4nnnc34)CC2)cc1	-3%	-0.1%	3%	-3	0	-24%	1	0	-3
O=C(CCSCCC(=O)NCCN1CCOCC1)NCCN1CCOCC1	-4%	1.5%	2%	-22	2	-7%	2	-5	3
COc1ccc(Cc2nn[nH]n2)cc1	-2%	1.8%	3%	4	1	1%	-1	0	/
O=C(CSc1nc2ccccc2s1)Nc1ncccn1	-2%	4.8%	0%	1	5	/	1	-7&4	-5
NC(=O)c1ccsc1NC(=O)COC(=O)c1ccccn1	3%	2.1%	-8%	2	1	-2%	-2	-4	-1
COc1ccc(C(=O)Nc2c3c(nn2-c2ccc(Cl)cc2)CS(=O)(=O)C3)cc1	-1%	0.8%	1%	7	3	0%	-2	-2	8
Clc1nc(NCc2ccco2)nc(N2CCCCC2)n1	-2%	-2.6%	2%	-7	2	-11%	-5	-3	-1
CCOC(=O)C1CCN(C(=O)CNC(=O)c2nn(-c3ccc(OC)cc3OC)c(=O)c3ccccc23)CC1	3%	2.9%	-4%	7	0	-1%	/	-6	2
O=C(CN1C(=O)NC2(CCCC2)C1=O)Nc1cc(C(F)(F)F)ccc1N1CCOCC1	-4%	/	-6%	/	/	-29%	/	3	/
CCCNC(=O)CSc1nc(Cc2ccccc2)nc2ccccc12	-4%	15%	-13%	-6	1	0%	-2	-11	-1
O=C(Nc1ccc(Br)c(Cl)c1)c1ccc(C(=O)Nc2ccc(Br)c(Cl)c2)cc1	-3%	25%	4%	6	6	-2%	-1	-4	26
Cn1nnnc1Sc1ncnc2scc(-c3ccccc3S(C)(=O)=O)c12	/	/	/	-15	1	/	6	-3	/
CCCCn1c(=O)nc2n(-c3ccccc3)c3ccccc3cc-2c1=O	-2%	5.6%	0%	0	0	-1%	-4	4	7
CCCn1c(-c2ccc(F)cc2)cnc1SCC(=O)O	-1%	1.3%	0%	14	-4	/	-1	-1	18
CCn1c(=O)n(CC)c2cc(N3CCCCC3)c(NC(=O)Nc3ccccc3Cl)cc21	-3%	3.2%	0%	30	0	0%	-2	10	5
COc1cccc(NC(=S)NC2CC(C)(C)NC(C)(C)C2)c1	-6%	-0.4%	1%	5	5	-10%	-2	-8	22
CCn1c(=O)c([N+](=O)[O-])c(NCCCn2ccnc2)c2ccccc21	-3%	-1.3%	0%	0	3	-6%	9	-3	/
O=S(=O)(c1ccc2c(c1)OCCO2)N1CCC(n2cnc3cc(F)ccc32)CC1	-3%	3.2%	-1%	-46*	7	/	-8	-1	-3
S=C1CCC(c2ccc(Cl)cc2)=NN1c1ccccc1	-5%	1.3%	-12%	12	1	6%	2	-2	7
COc1ccc(NC(=O)COC(=O)C2CC(=O)N(c3ccc(OC(C)C)cc3)C2)cc1 (stereo not given)	-6%	1.1%	0%	2	-1	12%	-3	-1	-5
Cc1ccc(NC(=O)c2cc(C)nc3ccccc23)cc1	-1%	-0.1%	-6%	-26	7	-8%	-8	-10&4	0
COc1ccc(-c2csc(NNC3=NCCCCC3)n2)cc1	-3%	-1.3%	-19%	-22	2	-6%	-4	-8	-1
COCCNC(=O)CCCn1c(SCc2ccccc2C)nc2c(sc3ccccc32)c1=O	-5%	-0.5%	-3%	-2	15	-9%	-4	-8	-4
COCCN1CCN(C(=O)c2ccc3oc(CCCc4ccccc4)nc3c2)CC1	12%	-3.1%	1%	24	5	-14%	-2	-7	-14
COCCCNC(=O)C(=O)Nc1cc2c3c(c1)CCN3C(=O)CC2	3%	5.9%	-1%	-4	0	4%	-6	-3	11
O=C(CCN1C(=O)c2cccc3cccc(c23)C1=O)N1CCOCC1	-2%	11%	3%	-5	4	4%	-14	-3	-5
CCN(CC)c1ccc(C(=O)NC(=S)Nc2cc(S(=O)(=O)N3CCOCC3)ccc2-n2cncn2)cc1	1%	11%	-1%	9	0	11%	-1	0	-9
CN(C)c1ccc(-c2n[nH]c(=S)n2-c2ccccc2)cc1	0%	6.7%	1%	-18	3	0%	-2	-6	-4
CC(C)OC(=O)C(C)Nc1n[nH]c(=S)[nH]c1=O (stereo not given)	-3%	?	1%	-12	2	0%	0	1	3
O=C(CSCCN1C(=O)c2ccccc2C1=O)Nc1ccc2ccccc2c1	-2%	0.6%	-1%	-12	2	1%	-6	0	3
COc1ccc(CCNC(=O)CN(CCc2ccccc2)S(C)(=O)=O)cc1	-1%	1.5%	7%	0	1	?	4	-5	8
CCc1nn(C(CC)C(=O)NCc2cccc(OC)c2)c(=O)c2cc3occc3n12 (stereo not given)	-2%	4.3%	2%	4	-1	-29%	-8	-2	-11
O=C(/C=C/c1ccc(F)cc1)OCC(=O)c1ccc[nH]1	5%	0.0%	4%	-13	0	-5%	-2	-6	9
Cc1ccc(NC(=O)CCSc2nnc3ccccn23)cc1	-11%	3.8%	1%	3	-1	5%	1	-6	-10
COc1ccc(C2CC(c3ccccc3)=NN2C(=O)COC(=O)c2nc3nccc(C)n3n2)cc1 (stereo not given)	3%	0.9%	0%	/	1	-34%	-2	-5	6
COc1ccccc1-c1sc2ccccc2c1-c1ccc(O)cc1	1%	/	-11%	/	/	10%	/	-4	/
O=C(CCCOc1ccccc1)Nc1nccs1	2%	-0.9%	0%	-9	5	13%	-1	-2	19
O=C(c1cc(COc2c(F)cccc2F)on1)N1CCN(C2CCCCC2)C(=O)C1	0%	0.8%	1%	-8	3	-1%	-5	-1	11
CCOc1ccc(CCNC(=O)CN2C(=O)NC(CCSC)C2=O)cc1OCC (stereo not given)	-3%	2.6%	-1%	3	-2	3%	-1	-8	7
CCCCCOc1ccc(C(=O)Nc2ccc(N3CCOCC3)cc2N2CCOCC2)cc1	1%	-0.9%	-16%	5	1	3%	-3	-9	78*

As entered above:
`COCCCNC(=O)C(=O)Nc1cc2c3c(c1)CCN3C(=O)CC2` in D1 antag: -4
`COc1ccc(-c2csc(NNC3=NCCCCC3)n2)cc1` in RXFP1 ag: -1.3%
`O=C(CSCCN1C(=O)c2ccccc2C1=O)Nc1ccc2ccccc2c1` in D1 potentiator: -6
`CCN(CC)c1ccc(C(=O)NC(=S)Nc2cc(S(=O)(=O)N3CCOCC3)ccc2-n2cncn2)cc1` in LDHA inh: 0
`COc1ccc(C2CC(c3ccccc3)=NN2C(=O)COC(=O)c2nc3nccc(C)n3n2)cc1` (stereo not given) in D1 ag: 1

Next part
SMILES	GRP78 ERSR act	RXFP1 ag	Vif-APOBEC3G blk	D1 antag	D1 ag	Vif-APOBEC3F blk	D1 potentiator	LDHA inh	D2 PAM
CC(=O)Nc1ccc2c(c1)ncn2C	-5%	0.2%	3%	-16	1	3%	5	-6	-5
CC(=O)Nc1ccc(NC(=O)CC(C)n2ccnc2)cc1 (stereo not given)	-8%	-1.3%	0%	0	3	17%	0	-5	3
CCC/C(=C1/c2ccccc2C(=O)N1c1ccccc1)c1cnc(OC)nc1	0%	/	0%	/	/	3%	/	2	/
CC(C)Oc1cccc(C(=O)C2CCCN(Cc3cccn3-c3cccnc3)C2)c1 (stereo not given)	-2%	4.1%	5%	-11	5	0%	-1	3	-12
CC(=O)N1c2c(cc(Br)cc2S(=O)(=O)NCc2cccnc2)CC1C (stereo not given)	-5%	0.4%	3%	9	2	/	-2	2	5
CC1=NN(Cc2ccccc2)C(=O)C1C(c1ccc(Cl)cc1)C(C#N)C#N (stereo not given)	-3%	1.3%	-20%	1	3	-7%	-3	-8	-1
CCCCCOc1ccc(NC(=O)CSc2cccc3cccnc23)cc1	-1%	-0.5%	-27%	19	6	-11%	1	-14	8
CCOc1ccc(CCNC(=O)COC(=O)c2ccco2)cc1OCC	-4%	-0.2%	-2%	-4	2	1%	-1	-4	2
C=CCNc1nc(-c2ccccc2)nc(-n2ccnc2)n1	-7%	-2.7%	-1%	-4	0	6%	-10	-2	1
Cc1ccc(NC(=O)C2CCCN(S(=O)(=O)c3ccc(-n4cnnn4)cc3)C2)cc1 (stereo not given)	-3%	-1.3%	0%	-23	0	15%	-5	-7	-6
CCN(Cc1ccccc1)C(=O)c1cc(-c2ccc(OC)c(OC)c2)nc2ccccc12	-5%	2.9%	0%	-3	3	5%	6	5	-1
COCCCn1c(SCC(=O)c2c(N)n(C3CC3)c(=O)[nH]c2=O)nnc1-c1ccccc1Cl	-3%	/	-1%	/	/	1%	/	-2	/
Cc1ccc(NC(=O)CCNS(=O)(=O)c2ccc3[nH]c(=O)oc3c2)c(C)c1	-7%	1.1%	1%	27	-1	-3%	-4	-18	-4
CCOC(=O)c1c(C)[nH]c(NC(=O)N2CCOCC2)c1C	-2%	1.0%	-6%	-6	1	-9%	-4	-2	14
COc1ccc(CCNC(=O)Cn2cc(C(=O)c3ccc(F)cc3)c(=O)c3ccc(C)nc32)cc1OC	1%	?	2%	3	-1	-5%	-1	-1	6
CCc1ccccc1NC(=O)CCNS(=O)(=O)c1ccc2c(c1)CCCC(=O)N2	4%	-2.5%	3%	5	2	1%	1	1	-7
CCCCCCNC(=O)C(=O)NCCc1ccc(Cl)cc1	-5%	-0.6%	-8%	0	0	0%	-1	-9	4
COc1cccc(-n2nnc3c(=O)n(CC(=O)NCC4CCCO4)cnc32)c1 (stereo not given)	-3%	0.3%	0%	8	1	-2%	-6	-6	-18
C/C(=N\NC(=O)CNc1ccccc1)c1ccccc1	0%	0.5%	-1%	-2	1	1%	-2	-10	5
CC1=C(c2ccccc2)C(=S)NC(C)(C)C1	-4%	0.0%	-7%	-6	0	-15%	-3	-1	13
Nc1cccc2[nH]c(C(F)(F)F)nc12	-6%	1.5%	-3%	10	0	-9%	-3	13	-1

Entries of single compounds from above. Order of values: GRP78 ERSR act	RXFP1 ag	Vif-APOBEC3G blk	D1 antag	D1 ag	Vif-APOBEC3F blk	D1 potentiator	LDHA inh	D2 PAM
`CCCCCOc1ccc(NC(=O)CSc2cccc3cccnc23)cc1` reads -1%	-0.5%	-27%	19	6	-11%	1	-14	8
`COc1ccc(CCNC(=O)Cn2cc(C(=O)c3ccc(F)cc3)c(=O)c3ccc(C)nc32)cc1OC` reads 1%	?	2%	3	-1	-5%	-1	-1	6

An excerpt, so the mix of outcomes need not match the whole.
